# Source: PubChem BioAssay
# Growth percent in the NCI-60 one-dose screen (48 h, 10 µM unless noted): 100 = growth as untreated, 0 = no growth, -100 = all killed.
# OVCAR-5: OVCAR-5 ovarian cancer; 82,000 tested, 2.9% active; AID 1794783
# NCI-H23: NCI-H23 lung cancer; 80,000 tested, 4% active
# SK-OV-3: SK-OV-3 ovarian cancer cells; 80,000 tested, 3.2% active
# NCI/ADR-RES: NCI/ADR-RES ovarian cells | 81,000 tested, 4.4% active | AID 1794790
# NCI-H522: NCI-H522 lung cancer; 78,000 tested, 8% active
# OVCAR-8: OVCAR-8 ovarian cancer | 81,000 tested, 4.4% active
# OVCAR-4: OVCAR-4 ovarian cancer cells; 80,000 tested, 3.7% active
# OVCAR-3: OVCAR-3 ovarian cancer; 79,000 tested, 7% active; AID 1794787
# IGROV1: IGROV1 ovarian cancer; 79,000 tested, 4.7% active; AID 1794786
# Numbers without * were called inactive; x = not tested or not shown; & = joins results of further samples; [ ] = dose if it differs, or a comment. Rule for the calls: active = growth percent below 10; inactive = the rest. Rows were taken by chance, and some 11% of all compounds hit somewhere here.
SMILES,OVCAR-5,NCI-H23,SK-OV-3,NCI/ADR-RES,NCI-H522,OVCAR-8,OVCAR-4,OVCAR-3,IGROV1
N#Cc1ccccc1OCC(=O)Nc1nc2c(s1)COc1ccccc1-2,85,99,95,104,103,106,99,110,-3.1*
CCOC(=O)C/C(=N\Nc1cc(=O)[nH]c2ccc(OC)cc12)C(=O)OCC,97,99,121,103,109,103,101,109,92
Cc1ccc(/C(CSc2nnc(-c3c[nH]c4ccccc34)n2-c2ccccc2)=N/O)cc1,-49*,53,11,-68*,24,-28*,-87*,15,-62*
COc1cccc(OCC(O)CN2CCN(c3cccc(C)c3)CC2)c1 (centres undefined),105,99,110,107,109,109,107,108,111
Cc1c(O)c(=O)ccn1C1CCC(CC2CCC(n3ccc(=O)c(O)c3C)CC2)CC1 (centres undefined),55,39,50,83,31,33,32,28,32
COc1ccc(/C=N\Nc2ccc([N+](=O)[O-])cn2)cc1OC,22,88,37,65,48,15,-57*,47,23
COC(=O)c1cc2cc(/C=C3/SC(=S)N(N)C3=O)oc2n1Cc1ccccc1,98,90,108,91,x,71,93,104,x
COc1cccc(-c2nn(-c3ccccc3)cc2-c2ccnc(Br)c2)c1,92,59,100,55,66,98,53,83,73
COc1cc(N(C)C)ccc1/C=C(/C#N)C(=O)N1c2ccccc2Sc2ccc(SC)cc21,100,92,101,100,91,98,101,118,94
COc1cc(OCc2cccc(Br)c2C)cc(OC)c1C=O,55,76,95,90,62,90,68,87,62
Cc1cc(C)c2c(n1)sc1c(Nc3ccc(OCc4ccc(Cl)cc4)cc3)ncnc12,100,100,106,99,87,102,101,108,91
COc1cccc(CNc2ccc(N3CCOCC3)c(C(=O)O)c2)c1OCc1ccccc1,101,97,107,91,93,100,102,106,97
COC(=O)N1C2CCCCC2=NN(c2ccccc2)N1C(=O)OC (centres undefined),101,109,104,107,x,102,111,113,115
CCCCCCN1C(=O)CCC1=O,106,105,109,102,84,110,108,102,90
CN(C)c1ccc(C2CC(c3cccs3)=NN2c2ccc(S(N)(=O)=O)cc2)cc1 (centres undefined),84,109,95,99,79,96,112,107,95
O=C(NCCCl)NCCN1c2nc3ccccc3cc2Sc2cc3ccccc3nc21,82,39,77,57,55,56,49,142,x
O=C(c1ccccc1)c1c(/C=C/c2ccc(Cl)cc2)c2ccccc2[nH]c1=O,87,98,97,103,86,95,97,106,94
COc1cc(C2CC(c3ccc(F)cc3)=Nc3c(N)nc(N)nc3N2)ccc1Oc1nc(NCCO)nc(N2CCOCC2)n1 (centres undefined),105,104,104,104,87,100,99,107,91
O=c1c(-c2ccccc2)c(O)on1/C=C1/C=CC=N1,98,101,97,107,93,109,100,112,102
CCOC(=O)C(=C(C)C)[N+](=O)[O-],101,98,108,98,96,96,110,103,104
COc1ccc(-n2c(-c3csc(N)n3)n[nH]c2=S)cc1,98,100,94,108,85,102,104,112,107
O=C(O)c1cn(C2CC2)c2cc(N3CCN(CCN4C(=O)c5ccccc5C4=O)CC3)c(F)cc2c1=O,97,100,102,110,90,100,136,110,125
CN(C)c1ccc(/C=C\C2=[N+](C)c3ccccc3C2(C)C)cc1,28,7.5*,-12*,84,-24*,21,36,-9.9*,9.3*
Cc1ccc(S(=O)(=O)NCCNc2nccc(-c3c(-c4cccc([N+](=O)[O-])c4)nc4sccn34)n2)cc1,116,77,97,48,59,45,35,58,45
Cc1cc(Cc2cc(C)c(C)c(C)c2C)c(C)c(C)c1C,96,104,106,110,105,113,101,110,101

# Other compounds
SMILES,OVCAR-5,NCI-H23,SK-OV-3,NCI/ADR-RES,NCI-H522,OVCAR-8,OVCAR-4,OVCAR-3,IGROV1
COc1cc(OC)c(C(=O)/C=C/c2cccc(OC(C)=O)c2)cc1CC=C(C)C,107,72,102,72,x,x,75,38,59
CCCCC1COc2cccc3c2N1C=C/C3=C\C(=O)N(C)c1cccc2ccccc12 (centres undefined),111,93,95,95,87,93,71,94,99
COc1cc(C2CC(C3C(=O)N(C)C(=O)N(C)C3=O)=NN2C=O)cc(OC)c1OC (centres undefined),107,97,76,100,x,94,107,107,110
Cc1cc2nc(CC(=O)c3cccc([N+](=O)[O-])c3)c(=O)[nH]c2cc1C,92,80,108,84,70,93,89,102,91
CC(C)(C)n1cc(-c2ccnc(NCCNS(=O)(=O)c3ccc(Cl)cc3)c2)c(-c2ccccc2)n1,105,72,98,90,77,83,74,91,82
CCCCC[n+]1ccc(SCC(=O)N2CCCc3ccccc32)c2ccccc21,113,102,127,111,96,111,110,124,106
COC(=O)[C@]1(C)CCC[C@]2(C)[C@H]3C[C@H]4C(C(C)C)=C[C@]3(CC[C@H]21)[C@H]1[C@@H]4[C@@H](OCCc2nn[nH]n2)CC[C@@H]1OCCc1nn[nH]n1,115,87,106,82,73,99,73,72,76
Fc1ccccc1NC(c1ccc(OC(F)F)c(OCC2CC2)c1)c1nnnn1C1CCCCC1 (centres undefined),106,94,115,82,85,91,90,90,86
O=[N+]([O-])c1ccc(/C=c2\sc3scc(-c4ccc([N+](=O)[O-])cc4)[n+]3\c2=C/c2ccc([N+](=O)[O-])cc2)cc1,101,87,105,88,81,97,101,102,110
O=C1CC(c2ccccc2)CC2=C1C(c1c[nH]c3ccc(Br)cc13)Cc1cc(Br)ccc1N2 (centres undefined),74,53,63,56,67,68,73,68,41
Nc1ccc(Br)cc1Br,112,113,102,110,88,113,141,106,114
Fc1ccc(CNc2c3ccccc3nc3ccccc23)cc1F,45,35,56,28,37,32,35,69,23
Nc1nc(-c2ccc(Cl)cc2)cc(-c2cc(-c3ccc(Cl)cc3)nc(N)n2)n1,112,100,101,107,107,104,110,111,109
O=C(/C=C/c1ccc(Br)cc1)c1ccccc1,113,98,111,100,78,92,96,93,87
CN1c2c(C(=O)N3CCOCC3)cnn2CC1c1ccccc1 (centres undefined),89,105,97,105,85,97,92,101,112
O=C(C[n+]1ccc2ccccc2c1)c1ccccc1,102&89,101&84,99&100,105&93,89&87,102&91,96&90,107&100,99&88
Cc1nn(-c2ccc(-c3ccccc3)cc2)c2ncnc(N)c12,97,95,79,99,67,97,105,96,73
COc1ccc(C(=O)/C=C/c2ccc3c(c2)OCO3)cc1S(N)(=O)=O,88,93,98,98,86,80,102,99,78
OC1Cc2ccccc2C1,95,90,111,94,93,103,110,104,x
Cc1cc2nc(C)c(C)nc2cc1C,95,94,100,101,96,94,x,105,97
CC1OC2CC(Nc3c2ccc2c3C(=O)c3ccccc3C2=O)C1O (centres undefined),113&112,87&79,100&91,89&85,x,81&69,99&98,89&74,x
CN(C)c1ccc(/C=C2/C=C(c3ccc(-c4ccccc4)cc3)OC2=O)cc1,104,91,88,104,57,80,67,88,39
O=C1CNCCN1,x,96,112,106,91,103,108,109,100
Cc1sc2ncn(CC(=O)Nc3ccc(S(N)(=O)=O)cc3)c(=O)c2c1C,99,102,x,105,93,96,108,108,102
CC(=O)Nc1ccc(/C=N\NC(=S)N/N=C/c2ccc(NC(C)=O)cc2)cc1,95,101,116,98,105,108,110,138,100

# For reference, some entries already given.
SMILES,OVCAR-5,NCI-H23,SK-OV-3,NCI/ADR-RES,NCI-H522,OVCAR-8,OVCAR-4,OVCAR-3,IGROV1
COc1cc(OC)c(C(=O)/C=C/c2cccc(OC(C)=O)c2)cc1CC=C(C)C,107,72,102,72,x,x,75,38,59
CCCCC1COc2cccc3c2N1C=C/C3=C\C(=O)N(C)c1cccc2ccccc12 (centres undefined),111,93,95,95,87,93,71,94,99

# Results in OVCAR-4, NCI-H23 and SK-OV-3, for some of the entries so far:
canonical_smiles	OVCAR-4	NCI-H23	SK-OV-3
COc1cc(OC)c(C(=O)/C=C/c2cccc(OC(C)=O)c2)cc1CC=C(C)C	75	72	102
CCCCC1COc2cccc3c2N1C=C/C3=C\C(=O)N(C)c1cccc2ccccc12 (centres undefined)	71	93	95
COc1cc(C2CC(C3C(=O)N(C)C(=O)N(C)C3=O)=NN2C=O)cc(OC)c1OC (centres undefined)	107	97	76
Cc1cc2nc(CC(=O)c3cccc([N+](=O)[O-])c3)c(=O)[nH]c2cc1C	89	80	108
CC(C)(C)n1cc(-c2ccnc(NCCNS(=O)(=O)c3ccc(Cl)cc3)c2)c(-c2ccccc2)n1	74	72	98
CCCCC[n+]1ccc(SCC(=O)N2CCCc3ccccc32)c2ccccc21	110	102	127

# Additional compounds follow.
SMILES,OVCAR-5,NCI-H23,SK-OV-3,NCI/ADR-RES,NCI-H522,OVCAR-8,OVCAR-4,OVCAR-3,IGROV1
Cc1cc(C)c(CCO)c(C)c1,107,114,107,112,83,106,x,111,107
CCCC(CCC(=O)O)(CCC(=O)O)[N+](=O)[O-],x,108,103,106,83,112,93,107,108
Oc1ccc(CNc2ccccc2)cc1,95,92,91,100,92,105,103,102,102
CCN(CC)CCOc1ccc(NC(C)=O)cc1,103,87,109,92,89,107,105,x,101
OC(Cc1ccc2ccccc2n1)C(Cl)(Cl)Cl (centres undefined),89,90,94,100,80,109,89,108,100
CC1(C)CC2(OC2c2ccccc2)C(=O)c2ccccc21 (centres undefined),90,101,107,97,95,107,85,99,89
O=C(O)c1cn(C2CC2)c2cc(N3CCN(Cn4nc(-c5ccccc5)n(-c5ccccc5)c4=S)CC3)c(F)cc2c1=O,102,98,x,103,87,96,105,112,106
COc1cc(-c2ccc(-[n+]3nc(-c4ccc([N+](=O)[O-])cc4)nn3-c3ccc([N+](=O)[O-])cc3)c(OC)c2)ccc1-[n+]1nc(-c2ccc([N+](=O)[O-])cc2)nn1-c1ccc([N+](=O)[O-])cc1,60,26,47,73,x,30,54,32,25
c1ccc(Cc2nn[nH]n2)cc1,108,106,115,109,107,107,106,112,105
O=[N+]([O-])c1cccc(-c2csc(Nc3nc(-c4ccncc4)nc(C(Cl)(Cl)Cl)n3)n2)c1,105,96,103,102,93,99,103,104,75
COc1ccc(/C=c2\nc3n(-c4ccccc4)c4nc(N)nc(=N)n4n-3c2=O)cc1,119,99,x,112,103,101,96,111,92
CCCCCCC(=O)CCC(=O)CCCCCCCC(=O)O,109,98,104,100,73,103,103,103,103
CN1C(=O)/C(=C(\C#N)C(=O)Nc2ccc(S(N)(=O)=O)cc2)c2ccccc21,99,97,x,106,88,96,x,108,108
O=C(Nc1ccc(OCc2nnc(-c3ccc(Cl)cc3)o2)c(F)c1)Nc1ccc(Cl)c(Cl)c1,67,47,61,65,40,60,x,26,67
Cc1ccc(-n2cc(-c3ccccc3)c3c(SCC(=O)NN)ncnc32)cc1,98,99,72,105,72,92,101,110,93
O=C(Nc1ccc(-n2cnc3ccccc32)nc1)c1ccccc1,102,98,104,96,85,98,96,104,105
O=C1Nc2ccccc2C(c2c(-c3ccccc3)[nH]c3ccccc23)N1 (centres undefined),79,79,86,81,87,83,84,96,73
Nc1ncnc2c1N=C(c1ccc(Cl)cc1)CC(c1ccc3c(c1)OCO3)N2 (centres undefined),86,100,21,98,90,92,99,86,46
CC(=O)N[C@H](Cc1ccc(O)cc1)C(=O)N[C@H](CCCN=C(N)N)C(=O)N[C@H](Cc1ccccc1)C(N)=O,104,100,102,107,85,101,116,118,101
Cc1ccc(-n2c(CSc3ccc(Cl)cc3)nnc2SCc2nc3ccccc3[nH]2)cc1,124,89,59,69,48,78,65,58,x
COC(=O)[C@@H](Cc1ccc(O)cc1)n1cc(COC(=O)c2cccc3c(=O)c4ccccc4n(Cc4cn([C@H](Cc5ccc(O)cc5)C(=O)OC)nn4)c23)nn1,95,85,108,93,86,109,109,101,100
O=C1CSC(=O)N1Cc1cc2ccccc2nc1Cl,101,100,110,105,94,99,99,x,100
NS(=O)(=O)c1ccc(N/C=C/C(=O)c2ccc(Cl)cc2)cc1,109,107,104,107,99,103,96,x,115
CCc1ccc(-c2c(-c3cc(OC)c(OC)c(OC)c3)nc3sc(CC)nn23)cc1,107,105,102,102,82,109,83,99,84
N#Cc1c(N)nc2c(c(-c3ccc(Cl)cc3)nn2-c2ccccc2)c1C#N,123[100 µM],94[100 µM],95[100 µM],101[100 µM],102[100 µM],100[100 µM],111[100 µM],122[100 µM],99[100 µM]

# Full records, looked up by structure. Order of screens: OVCAR-5, NCI-H23, SK-OV-3, NCI/ADR-RES, NCI-H522, OVCAR-8, OVCAR-4, OVCAR-3, IGROV1
# NS(=O)(=O)c1ccc(N/C=C/C(=O)c2ccc(Cl)cc2)cc1 is listed as 109, 107, 104, 107, 99, 103, 96, x, 115
# CCCCC[n+]1ccc(SCC(=O)N2CCCc3ccccc32)c2ccccc21 is listed as 113, 102, 127, 111, 96, 111, 110, 124, 106

# Following part:
SMILES,OVCAR-5,NCI-H23,SK-OV-3,NCI/ADR-RES,NCI-H522,OVCAR-8,OVCAR-4,OVCAR-3,IGROV1
COc1ccccc1NC(=O)COc1ccc(/C=C2/Oc3cc4occc4c(OC)c3C2=O)cc1OC,111,97,110,91,87,85,112,105,122
O=C(N/N=C\c1ccc(Cl)cc1)c1ccc2nc(-c3ccc(Br)cc3)[nH]c2c1,37,-36*,79,36,10,-14*,-44*,x,-44*
COc1cc(Nc2nc3ccccc3cc2C(=O)N2CCN(c3ncccn3)CC2)cc(OC)c1OC,94,87,89,88,106,84,101,103,112
CCC(Oc1ccc(C(C)(C)CC)cc1)C(=O)O (centres undefined),115,103,108,109,114,102,105,110,113
COc1ccc(-c2ccc(NNC(=O)c3ccc(F)cc3)nn2)cc1OC,50,84,x,65,73,67,82,79,22
Cc1sc2nc(NCCc3c[nH]c4ccc(Cl)cc34)[nH]c(=O)c2c1C,62,62,61,47,-24*,38,60,65,51
CC(=O)c1ccc2c(c1)N(CCCN1CCN(CCO)CC1)c1ccccc1S2,52&93,56&98,51&152,46&96,35&67,73&82,50&101,41&103,x
CCOC(=O)c1c(NC(=O)c2cccc(C(F)(F)F)c2F)sc2c1CCC(=O)C2,112,100,104,101,84,99,92,97,97
